GC-B act – human GC-B receptor activators, primary screen, HEK293 GC-B cells, cGMP TR-FRET, EC30 CNP; 0% at EC30 CNP, 100% saturating CNP; 370,000 tested, 0.11% active; activation, % at 10 µM; AID 1920062, 2024;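 active means activation at 10 µM reaching about 35% in either raw or pattern-adjusted values, limit read from the data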
DAX1 inh-1 – DAX1 (NR0B1) inhibitors, primary screen, cell-based, HEK293, Gal4-DAX1, luciferase luminescence; Nuclear receptor subfamily 0 group B member 1 (Homo sapiens), P51843; HEK293 Gal4-DAX1 luciferase reporter; inhibition, % at 6.75 µM; 340,000 tested, 0.99% active; AID 504766, 2011;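 active means inhibition above the mean over all tested compounds plus 3 SD, cut at about 4.2% in these data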;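 further: 0% = DAX1-transfected cells with DMSO and 100% = empty-vector control cells with DMSO; inhibition shows as a rise in luminescence from relieved DAX1 repression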
SMARCA2 activ – SMARCA2 (BRM) function activators, primary screen, cell-based, luminescence, high throughput | MG213 cells, MMTV-luciferase reporter, dexamethasone, overnight | activation, % at 9.1 µM | 370,000 tested, 1% active; in the data active means activation above about 7.8%;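 further: 0% = vehicle wells and 100% = reference activator wells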
FXN GAA850 act – FXN promoter activators, primary screen, cell-based, luciferase luminescence, HEK293 lucGAA850; HEK293 lucGAA850 FXN promoter luciferase reporter, 24 h; percent of 10 µM SAHA response; activation, % at 6 µM; 360,000 tested, 0.56% active;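 active means activation above the average of all compounds screened plus 3 SD, cutoff fixed separately per campaign, cut at about 7.5% in these data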;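 further: 0% = DMSO wells and 100% = 10 µM SAHA wells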
HGIII-sPLA2 inh – human group III sPLA2 inhibitors, primary screen, biochemical, QFRET, BODIPY PC-A2 liposome substrate; QFRET BODIPY PC-A2 liposome hydrolysis, fluorescence; AID 743126, 2013; 370,000 tested, 0.56% active; inhibition, % at 12.2 µM;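 active means inhibition above mean plus 3 SD of compounds lying within the high and low control bounds, cut at about 19% in these data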;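 further: 0% = median of test compound wells and 100% = no enzyme DMSO wells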
ADAM10 inh – human ADAM10 inhibitors, primary screen, biochemical, QFRET, HTS | Disintegrin and metalloproteinase domain-containing protein 10 (Homo sapiens), O14672 | recombinant ADAM10, EDANS/DABCYL FRET peptide cleavage, 3 h | inhibition, % at 7 µM | 370,000 tested, 0.62% active | AID 720582, 2013;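 active means inhibition above a per-campaign cutoff equal to the mean of compounds falling between control-based bounds plus 3 SD, cut at about 20% in these data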;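 further: 0% = DMSO wells while the 100% control is not disclosed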
DAX1 inh-2 – DAX1 (NR0B1) inhibitors on StAR promoter, primary screen, cell-based, luminescence, SF-1 (NR5A1), full-length DAX-1; 370,000 tested, 1.1% active; AID 652010, 2013; inhibition, % at 6.8 µM; HEK293T StAR-luciferase reporter, SF-1/DAX-1 repression relief;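 active means inhibition above the mean over all tested compounds plus 3 SD, cut at about 3.6% in these data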;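 further: 0% = DAX-1 cells with DMSO and 100% = cells lacking DAX-1 with DMSO; higher inhibition means more luminescence from relief of DAX-1 repression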
ssDAF-12 act – S. stercoralis DAF-12 nuclear receptor activators, primary screen, cell-based, luminescence, HEK293, GRIP1 co-expression, lit1-tk-luc. Nuclear hormone receptor DAF-12 (Strongyloides stercoralis). HEK293 ssDAF-12/GRIP1 lit1-tk-luc reporter; % of 3 µM dafachronic acid response. activation, % at 6.8 µM. 370,000 tested, 1% active. AID 652126, 2013;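 active means activation above the mean over all tested compounds plus 3 SD, cut at about 0.9% in these data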;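 further: 0% = DMSO-only wells and 100% = 3 µM delta7-dafachronic acid wells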
hgDAF12 agonist – H. glycines DAF-12 receptor agonists, primary screen, cell-based, luminescence, HEK293, GAL4 fusion, UAS-luciferase. HEK293 GAL4-hgDAF12 UAS-luciferase reporter, agonist luminescence; normalized to butyrate control. activation, % at 6.8 µM. 370,000 tested, 1.8% active. AID 687014, 2013;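 active means activation above a cutoff set at the mean of all screened compounds plus 3 SD, cut at about 10% in these data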;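 further: 0% = DMSO wells and 100% = sodium butyrate wells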
NPR1 activator – GC-A stimulated cGMP production enhancers – HEK293 GC-A cells, cGMP TR-FRET, EC30 ANP, primary screen; activation, % at 10 µM; AID 1671463, 2021; Atrial natriuretic peptide receptor 1 (Homo sapiens), P16066; 0% at EC30 ANP, 100% saturating ANP; 370,000 tested, 0.14% active; in the data active means activation above about 40%
Target sequence (P16066 whole entry, looked up): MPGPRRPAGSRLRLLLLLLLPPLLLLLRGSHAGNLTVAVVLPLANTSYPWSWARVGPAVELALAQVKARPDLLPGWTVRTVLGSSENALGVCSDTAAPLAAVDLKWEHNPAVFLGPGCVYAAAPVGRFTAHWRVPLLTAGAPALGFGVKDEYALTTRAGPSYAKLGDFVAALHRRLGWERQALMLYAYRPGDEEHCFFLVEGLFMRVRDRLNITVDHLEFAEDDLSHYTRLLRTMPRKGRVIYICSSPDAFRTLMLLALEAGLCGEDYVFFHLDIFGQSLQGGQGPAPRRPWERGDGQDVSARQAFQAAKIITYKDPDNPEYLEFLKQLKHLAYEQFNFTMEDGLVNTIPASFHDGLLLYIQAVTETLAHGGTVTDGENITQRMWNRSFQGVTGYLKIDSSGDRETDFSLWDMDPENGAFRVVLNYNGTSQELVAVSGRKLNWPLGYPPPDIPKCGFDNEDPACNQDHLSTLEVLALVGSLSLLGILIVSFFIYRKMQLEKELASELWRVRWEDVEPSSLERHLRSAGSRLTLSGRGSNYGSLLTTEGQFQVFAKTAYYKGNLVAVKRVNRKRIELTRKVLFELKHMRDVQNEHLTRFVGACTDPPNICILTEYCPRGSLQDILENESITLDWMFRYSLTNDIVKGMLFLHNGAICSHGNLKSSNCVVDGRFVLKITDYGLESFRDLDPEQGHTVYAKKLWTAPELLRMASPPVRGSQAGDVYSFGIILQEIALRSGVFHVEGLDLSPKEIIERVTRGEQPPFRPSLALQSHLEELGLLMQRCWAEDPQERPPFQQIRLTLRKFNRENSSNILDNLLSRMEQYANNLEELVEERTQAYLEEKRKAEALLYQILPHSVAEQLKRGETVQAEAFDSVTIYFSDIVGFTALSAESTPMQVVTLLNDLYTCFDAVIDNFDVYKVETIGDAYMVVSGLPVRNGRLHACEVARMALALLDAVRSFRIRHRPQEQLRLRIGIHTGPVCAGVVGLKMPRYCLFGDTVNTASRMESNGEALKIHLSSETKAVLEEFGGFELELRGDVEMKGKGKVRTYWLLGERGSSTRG
hcDAF-12 act – H. contortus DAF-12 nuclear receptor activators, primary screen, cell-based, luminescence, HEK293, lit1-tk-luc reporter. HEK293 hcDAF-12 lit1-tk-luc reporter; 0% DMSO, 100% Δ7-dafachronic acid. activation, % at 6.8 µM. 370,000 tested, 1.4% active. AID 652067, 2013;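 active means activation above the mean of all tested compounds plus 3 SD, cut at about 5.5% in these data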;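 further: 100% = response to 3 µM Δ7-dafachronic acid high control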
An asterisk follows results filed as active; i = inactive; · = no result given.

SMILES | GC-B act | DAX1 inh-1 | SMARCA2 activ | FXN GAA850 act | HGIII-sPLA2 inh | ADAM10 inh | DAX1 inh-2 | ssDAF-12 act | hgDAF12 agonist | NPR1 activator | hcDAF-12 act
COc1ccc(C(=O)NCCn2cc(SCC(=O)Nc3cc(C)on3)c3ccccc32)cc1OC | -6 | -0.2 | -3 | 0.9 | -1 | -2 | -0.6 | -1.5 | -3.2 | -6 | -2.9
COc1ccc(CNC(=O)N[C@@H](CC(C)C)C(=O)O)cc1OC | -2 | -0.8 | -1 | 1.2 | 3 | 1 | -0.4 | -1.0 | 0.5 | 1 | -0.8
CN(N=C(c1ccccc1)c1ccccc1)c1ccccc1 | -2 | 0.8 | 2 | 2.7 | 4 | -10 | -0.1 | -1.2 | 3.3 | -8 | 0.1
O=C(c1ccc2oc(Cc3ccc(Cl)cc3)nc2c1)N1CCCCC1CCO (centres undefined) | 3 | 0.5 | 1 | 2.4 | -23 | 3 | 0.1 | -0.7 | 0.8 | -2 | 1.7
Cc1nn(C)cc1C(C(=O)NC1CCCCC1)N(Cc1ccc(F)cc1)C(=O)c1cnccn1 (centres undefined) | 1 | · | -3 | 3.1 | 8 | -3 | -0.1 | -0.7 | 0.4 | 6 | -0.6
CC(=O)Nc1sc(C)c(C)c1C(=O)OC(C)C | 3 | 0.7 | 0 | 2.9 | -3 | 1 | 0.0 | -1.1 | -1.9 | 3 | 0.4
O=C(Cn1ncc2c(=O)oc3ccccc3c21)N(Cc1ccco1)C1CCCCC1 | -7 | -0.7 | -2 | -0.7 | 1 | -6 | -1.1 | -0.5 | 1.1 | -9 | -0.4
COc1ccc(-c2[nH]ncc2CN2CCCO2)c(F)c1 | 3 | -0.6 | 0 | 1.4 | -3 | -1 | 0.4 | -0.9 | 1.3 | 1 | -0.5
CCN(C(=O)CSc1nccc(=O)[nH]1)c1cccc2ccccc12 | 7 | 0.4 | 0 | 0.9 | 13 | -12 | -0.1 | -0.8 | -1.9 | 5 | -1.5
COc1ccc(C)cc1NC(=O)c1ccc(S(=O)(=O)N2CCCCC2)cc1 | -3 | -0.8 | -2 | 0.5 | -7 | -1 | -0.3 | -0.5 | -1.9 | 0 | 0.5
Cc1csc2nc(CNC(=O)c3ccco3)cn12 | 5 | 1.9 | 1 | 2.3 | 5 | -6 | 1.3 | -0.6 | 5.3 | 1 | 0.5
CCCOc1ccc(/C=C/C(=O)Nc2ccc([N+](=O)[O-])cc2)cc1 | -6 | -0.3 | -3 | -0.8 | -5 | 2 | -0.5 | -1.4 | -2.6 | -1 | -2.4
COC(=O)CSc1nnc(-c2ccc(NS(=O)(=O)c3ccccc3)cc2)o1 | -9 | 0.2 | -1 | 0.5 | -18 | 0 | 0.3 | -1.5 | -0.2 | 7 | 0.9
S=C1CCC(c2ccc(Br)cc2)=NN1c1ccccc1 | 4 | 1.1 | -1 | 0.9 | -10 | 1 | 0.4 | -1.1 | 0.6 | 1 | 1.2
O=S(=O)(NCC1OCCc2ccccc21)c1ccccc1 (centres undefined) | -5 | 1.0 | -2 | 0.9 | 4 | -15 | -0.6 | -1.2 | -2.8 | 4 | 1.6
Cc1cccc(C)c1OCCNC(=O)OCc1ccccc1 | 1 | 3.7 | -2 | 1.8 | -5 | 1 | 0.0 | -2.1 | -0.2 | 0 | -2.3
CC(=O)NC(Cc1ccccc1)C(=O)OCC(=O)c1ccc(F)cc1 (centres undefined) | -1 | -0.3 | -1 | 1.3 | -2 | 5 | -0.4 | -0.1 | 0.8 | 1 | -0.9
Cc1ccc(-c2ccc(/C=C(\C#N)C(N)=S)n2C)cc1 | -5 | -0.5 | 3 | 1.6 | -1 | -11 | 0.9 | -0.9 | 1.1 | 0 | 1.5
Cc1noc(NS(=O)(=O)c2ccc(NC(=O)c3ccc(Cl)c(S(=O)(=O)N(C)c4ccccc4)c3)cc2)c1C | 0 | 0.4 | -2 | 1.6 | -76 | -3 | 2.4 | -0.1 | -1.3 | 3 | 0.5
Cc1ccccc1CN1CCCCC(NC(=O)c2ccccc2F)C1=O (centres undefined) | -2 | · | -2 | · | 0 | -3 | -2.2 | 0.2 | -1.0 | 1 | -2.5
Cc1ccc2nc(SCC(=O)c3ccccc3)nc(=O)n2c1 | -1 | 2.5 | 7 | 0.5 | -34 | -18 | 8.3* | 0.1 | 12* | 5 | 3.9
COc1ccccc1C(C(C(=O)c1ccccc1)N1CCOCC1)N1CCOCC1 (centres undefined) | -13 | 0.2 | 1 | 2.5 | 5 | -11 | 0.2 | -0.2 | 14* | -30 | 2.5
CC(C)C[C@H](NC(=O)c1nc[nH]c1C(=O)NC1CCNCC1)C(=O)OC(C)(C)C | 4 | -1.9 | 0 | -0.7 | -4 | 4 | -0.2 | -1.2 | -2.4 | 2 | -2.0
Cc1cc(C(=O)NCCCN2CC(C)CC(C)C2)n(-c2ccccc2)n1 (centres undefined) | -5 | 1.1 | -2 | 0.0 | -8 | -6 | 1.5 | -0.8 | -2.5 | 2 | -1.3
COc1ccccc1NC(=O)CCC(=O)OCC(=O)c1ccc(C)c([N+](=O)[O-])c1 | -2 | 0.1 | -2 | 1.5 | -2 | -1 | -0.6 | -1.4 | -0.7 | -1 | 0.2
Cc1ccc(CNC(=O)CN(C(=O)C2(C)CC(=O)N=C3C=CC=CN32)c2cccc(C)c2C)cc1 (centres undefined) | 4 | 2.4 | -2 | 0.5 | 4 | i | 0.2 | -1.2 | -0.4 | 0 | -0.5
CC(C)CN(CC(C)C)c1nc(N)c(C#N)c(CC#N)c1C#N | 18 | -2.0 | 3 | 3.8 | -46 | -43 | -1.2 | -2.0 | -2.4 | 15 | -3.0
CCOC(=O)C1=C(COC(=O)CCNS(=O)(=O)c2ccc(NC(C)=O)cc2)NC(=O)NC1C (centres undefined) | 4 | -0.2 | -1 | -0.3 | 7 | -10 | 2.4 | -1.4 | -0.9 | 3 | -1.3
COC(=O)[C@]12C[C@H](CC(=O)NCCCN3CCCC3=O)C(=O)N(Cc3ccc(Cl)cc3Cl)C1=C[C@H](C(C)C)O[C@@H]2C1CC1 | -10 | · | -2 | · | -11 | 4 | 0.1 | -1.3 | -0.1 | -16 | -5.5
O=C(COc1cccc2c1CCN(Cc1ccccc1)C2=O)N1CCCCC1 | -1 | 0.2 | 0 | 0.1 | -2 | -1 | 0.4 | -1.8 | -2.2 | 4 | -2.8
COC(=O)C1=C(C)N(Cc2cccc(C(F)(F)F)c2)C(=NCc2ccccc2C(F)(F)F)NC1c1cccc(F)c1 (centres undefined) | -14 | · | -3 | · | -14 | 15 | -0.6 | -1.3 | 3.3 | -14 | -0.8
Nc1ccc(C(=O)Nc2ccccc2C(=O)O)cc1 | 4 | 3.5 | 1 | -0.8 | 0 | -3 | 1.2 | -0.9 | 1.6 | 2 | 0.4
O=C(CCCCn1c(=O)c2ccccc2n(CC(=O)Nc2cccc(F)c2)c1=O)NCc1ccco1 | 3 | -1.0 | -2 | -3.5 | -5 | -5 | -0.8 | -1.8 | -1.2 | 2 | -1.1
COc1cc(CN2CCN(c3ccccc3F)CC2)cc(OC)c1O | -9 | 1.4 | -1 | -0.6 | 3 | -3 | -0.2 | -1.7 | 1.3 | -3 | -1.6
Cc1ccccc1-c1cnc(C(O)c2ccc(Cl)cc2)[nH]1 (centres undefined) | 2 | · | 1 | 1.4 | -6 | -1 | -0.4 | -1.2 | 2.4 | -2 | 0.1
C/C(=N/NS(=O)(=O)c1ccccc1)c1ccc(NC(=O)C(F)(F)F)cc1 | -2 | 3.9 | 0 | 1.5 | 9 | -5 | 0.4 | -1.5 | 1.7 | 2 | -1.5
Cc1cc(/C=C2/SC(=O)N(CC(=O)N3CCCC3)C2=O)c(C)n1C | 2 | -0.8 | 0 | 0.9 | 0 | 0 | -0.2 | -1.2 | -0.4 | -5 | -1.8
CC(=O)c1cccc(S(=O)(=O)NCCC(=O)NC2CCCCCC2)c1 | 2 | 0.3 | 1 | 0.3 | 0 | -2 | -1.0 | -1.1 | 1.8 | 0 | 0.0
COc1ccc(N(CC(=O)NCCSc2ccccn2)S(C)(=O)=O)cc1 | 0 | -0.2 | -4 | -1.7 | 4 | -9 | 0.0 | -1.5 | 1.0 | 5 | -0.6
O=C(/C=C/c1ccc(Cl)cc1)Nc1ccc(N2CCCCC2)cc1 | 2 | 0.4 | -1 | -1.1 | 0 | 6 | 0.1 | -0.8 | -0.8 | 0 | -0.9
NC(=O)CN1CCOCCOCCN(CC(N)=O)CCOCC1 | -6 | -1.5 | -2 | 2.8 | 2 | 4 | 0.7 | -1.6 | -1.1 | 0 | -0.2
COC(=O)CCC(=O)Nc1nc(-c2ccccc2)cs1 | -2 | 0.3 | 4 | 0.6 | -2 | -7 | 0.7 | -1.3 | 3.6 | 35 | -2.1
CCCCN1C(=S)NC[C@@H]1Cc1cccc2ccccc12 | -7 | 0.9 | 4 | 1.3 | -5 | 2 | 0.1 | -1.0 | 0.7 | -3 | 0.9
CC(C)c1ccc(CC(=O)N2CCC2(C)C(=O)NS(=O)(=O)c2cccc(OC(F)F)c2)cc1 (centres undefined) | -2 | · | -2 | -0.8 | -9 | -11 | 0.7 | -0.8 | -1.5 | 0 | 0.5
O=S(=O)(c1ccc(Br)s1)N1CCN(c2ncccn2)CC1 | -10 | 0.1 | -4 | 2.5 | 0 | -1 | -0.1 | -0.8 | 0.7 | -1 | -0.6
CN(CC(O)CON=C1c2ccccc2-c2ccccc21)S(=O)(=O)c1ccc(Br)cc1 (centres undefined) | -9 | -0.3 | -4 | -0.3 | -39 | 18 | -0.6 | -1.2 | -2.5 | -14 | -3.2

Assay outcomes from PubChem BioAssay.
